# Compound activity (PubChem BioAssay)
# TR SRC2 fluor cs: counter-screen for TRb-SRC2 inhibitors: fluorescence interference; TRb/SRC2 Texas Red total fluorescence interference; Potency, µM (doses to about 106 µM), without a hit: at the highest dose fluorescence change, negative = quenching; actives 0.29% (n = 280,000); active = well fitted curve in either direction with a large enough effect; inconclusive = small, poorly fitted or top-dose-only effect
#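 Flags fluorescent or light-absorbing compounds by total fluorescence, S + 2P, at 555 nm excitation and 632 nm emission. Mixture: 20 nM Texas Red SRC2 peptide, 0.6 uM human TRb LBD, 1 uM T3, 5% DMSO; compound exposure 5 h at ambient temperature.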
# Tau ThT inhib: inhibitors of human tau fibril formation, thioflavin T binding; recombinant tau K18 P301L (four-repeat tau fragment), heparin-induced fibrillization, ThT fluorescence; actives 2.1% (n = 270,000); Potency, µM (doses to about 57.4 µM), for the others: at the highest dose activity, negative = inhibition, usual class: inhibitors; AID 1460; note: nearly all actives have a fitted effect of over 55% in size
# Target sequence (P10636 561-689 P618L limits assumed): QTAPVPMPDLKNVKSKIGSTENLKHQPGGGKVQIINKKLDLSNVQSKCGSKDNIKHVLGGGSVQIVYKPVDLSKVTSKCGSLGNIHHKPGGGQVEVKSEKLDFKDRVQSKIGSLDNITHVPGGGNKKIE
#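 Aggregation was driven by heparin (20 uM final) acting on recombinant tau […] bearing P301L in 100 mM sodium acetate pH 7; fibrils were detected with Thioflavin T.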
# RECQ1 helicase: inhibitors of human RECQ1 DNA helicase; P46063; actives 0.54% (n = 240,000); RECQ1 DNA unwinding, red fluorescence kinetic read; Potency, µM (top dose mostly 57.3 µM), without a hit: at the highest dose activity, negative = inhibition, most hits filed as inhibitors;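 note: plate controls were vehicle for no effect and no enzyme for full effect; nearly all actives have a fitted effect of over 30% in size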
#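 50 nM RECQ1T1 preincubated 15 min with compound in Tris pH 8.0 buffer with MgCl2, DTT, Tween-20 and 2.5 ug/ml poly(dI-dC); started with 200 nM TAMRA/BHQ-2 forked duplex and 2 mM ATP. Unwinding read as fluorescence (525/598 nm), two reads 2 h apart.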
# Tau fibril FP: tau fibrillization inhibition (FP); P10636; K18 P301L tau heparin fibrillization, Alexa594 FP, 6 h; Potency, µM (series often up to 57.7 µM), for inactives: at the top dose activity, negative = inhibition, most hits filed as inhibitors; actives 0.39% (n = 280,000); note: nearly all actives have a fitted effect of over 55% in size
#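 Read-out: fluorescence polarization of Alexa 594-labeled tau (0.24 uM), 555 nm excitation, 632 nm emission. Mixtures held 15 uM unlabeled K18 P301L, compound and 20 uM heparin, pH 7 acetate buffer, incubated 6 hr at 37 C.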
# L3MBTL1 inh: inhibitors of human L3MBTL1. Q9Y468. AlphaScreen L3MBTL1–H3K9me1 peptide binding. Potency, µM (doses to about 57.1 µM), inactives show at the top dose activity, negative = inhibition, hits mostly inhibitors. AID 485360. actives 0.66% (n = 230,000); note: nearly all actives have a fitted effect of over 60% in size
#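 AlphaScreen proximity signal between nickel-chelate acceptor and streptavidin donor beads (final 10 ug/mL) reports binding of 50 nM L3MBTL1 to 75 nM biotin-H3 K9me1 peptide; complex incubated with compounds 30 min at room temperature; cefsulodin titration as control.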
# TRb-SRC2 inh: disrupts binding of human TR beta to SRC2 | Potency, µM (titrated, usually from 106 µM), for inactives: at the highest dose activity change, negative = inhibition, most hits filed as inhibitors | actives 0.065% (n = 280,000) | TRbeta-SRC2 peptide binding, fluorescence polarization; receptor liganded with 1 µM T3 | AID 1469;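 note: plate controls were bound peptide for no effect and peptide without receptor for full effect; nearly all actives have a fitted effect of over 50% in size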
# Target sequence (P10828 whole entry, looked up): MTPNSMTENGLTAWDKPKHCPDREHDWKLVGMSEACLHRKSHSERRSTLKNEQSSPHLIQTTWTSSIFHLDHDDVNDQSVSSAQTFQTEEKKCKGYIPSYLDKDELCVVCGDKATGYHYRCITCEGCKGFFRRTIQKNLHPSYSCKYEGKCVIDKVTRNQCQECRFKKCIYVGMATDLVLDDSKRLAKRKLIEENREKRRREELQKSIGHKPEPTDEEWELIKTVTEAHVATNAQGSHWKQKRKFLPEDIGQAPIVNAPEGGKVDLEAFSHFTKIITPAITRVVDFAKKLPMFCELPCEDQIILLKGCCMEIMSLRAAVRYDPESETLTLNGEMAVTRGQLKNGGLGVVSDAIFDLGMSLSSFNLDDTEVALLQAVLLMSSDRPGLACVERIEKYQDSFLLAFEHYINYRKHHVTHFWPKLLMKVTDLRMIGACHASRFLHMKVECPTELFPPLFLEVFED
#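 Read-out is fluorescence polarization (555 nm excitation, 632 nm emission) of a Texas Red SRC2 coactivator peptide; loss of signal reflects blocked binding to human TRb ligand-binding domain in the presence of 1 uM T3.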
# KDM4E inh: JMJD2E (human) inhibition; JMJD2E catalytic domain, FDH-coupled NADH fluorescence (FDH is formaldehyde dehydrogenase); B2RXH2; actives 1.6% (n = 230,000); Potency, µM (series often up to 57.1 µM), inactives show at the top dose activity change, negative = inhibition, actives largely listed as inhibitors; active = well fitted inhibition curve with a large enough effect, not every such curve was filed as active; inconclusive = small, poorly fitted or top-dose-only effect, or another doubt; inactive = no such curve, though single readings can be large or run the other way;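 note: 0% = wells with enzyme and -100% = buffer wells without enzyme; nearly all actives have a fitted effect of over 50% in size; many of its hits are not listed in these tables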
# GoLoco inh red: blocks human Gai1 binding to RGS12 GoLoco peptide, red readout. Gai1:RGS12 GoLoco peptide FP, rhodamine, 10 min. Potency, µM (highest dose often 61.6 µM), for inactives: top-dose activity, negative = inhibition, hits mostly inhibitors. P63096. actives 0.44% (n = 230,000); active = well fitted inhibition curve with a large enough effect, not every such curve was filed as active; inactive = no such curve, though single readings can be large or run the other way; note: nearly all actives have a fitted effect of over 30% in size; many of its hits are not listed in these tables
# Target sequence (P63096 whole entry, looked up): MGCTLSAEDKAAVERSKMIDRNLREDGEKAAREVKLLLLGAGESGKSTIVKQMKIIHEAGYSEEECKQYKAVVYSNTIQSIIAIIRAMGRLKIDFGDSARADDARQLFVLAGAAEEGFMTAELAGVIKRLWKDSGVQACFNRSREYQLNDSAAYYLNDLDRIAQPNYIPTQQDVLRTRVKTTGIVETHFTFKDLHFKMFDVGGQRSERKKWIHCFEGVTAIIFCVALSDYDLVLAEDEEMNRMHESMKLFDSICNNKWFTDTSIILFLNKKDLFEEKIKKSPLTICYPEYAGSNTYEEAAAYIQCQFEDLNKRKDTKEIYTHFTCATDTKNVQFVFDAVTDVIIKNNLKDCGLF
# * marks the source's active call; other numbers are inactive results; i = inactive; ? = inconclusive; · = no result given; [ ] = another dose, or the depositor's remark. Unless noted, calls come from the whole dose curve; as a rule, active = well fitted curve in the direction sought with a large enough effect; inconclusive = small, poorly fitted or top-dose-only effect, or another doubt; inactive = no such curve, though single readings can be large; an effect the other way counts as inactive or inconclusive. Unless noted, % is set by controls: 0 for no effect and ±100 for the full control effect; potency is the fitted concentration of half-maximal effect.
item	compound	TR SRC2 fluor cs	Tau ThT inhib	RECQ1 helicase	Tau fibril FP	L3MBTL1 inh	TRb-SRC2 inh	KDM4E inh	GoLoco inh red
1	Cc1nc2ccn(Cc3cccnc3)c(=O)c2cc1C(=O)N1CCN(c2ccccc2F)CC1	-4%	2%	·	-3%	·	1%	·	·
2	CCN(CC(=O)NCc1ccc(F)cc1)C(=O)/C=C/c1cccs1	-7%	-5%	-1%	-3%	·	3%	-6%	-3%
3	C/C=C\C=C/C(=O)Nc1cccc(C2=NOC3(C2)C[C@@H](C(N)=O)N(C(=O)c2ccccc2)C3)c1 (stereo not given in full)	-2%	-14%	-4%	-12%	·	7%	?	-21%
4	COc1ccccc1C1C(C#N)=C(N)Oc2c1oc(CO)cc2=O (stereo not given)	-2%	-9%	-9%	-4%	10%	-2%	?	12%
5	COc1cccc(C2=NOC(C(=O)N3CCc4ccccc4C3)C2)c1 (stereo not given)	-3%	-9%	i	5%	18%	-3%	-9%	1%
6	Cc1cc2nc3c(=O)[nH]c(=O)nc-3n(C)c2cc1C=O	1%	?	3.2µM*	?	·	1%	·	10µM*
7	Cc1ccc(S(=O)(=O)N2CCN=C2SCc2cccnc2)cc1	-1%	-10%	i	-4%	·	-2%	3%	-6%
8	CCN(C(=O)CSc1nc2nc(C)cc(C)n2n1)c1ccccc1	-4%	-4%	i	-6%	·	-2%	1%	4%
9	COc1ccc(Br)cc1Cn1nnc(C(=O)Nc2ccc(C)cc2C)c1N	-2%	-1%	·	?	·	-6%	·	·
10	COc1ccc(O)c(C=Nc2cc(NC(C)=O)c(Cl)cc2Cl)c1	0%	-4%	0%	6%	-5%	-2%	-1%	3%
11	COc1c(Cl)cc(C(=O)Nc2ccccc2C(=O)O)cc1Cl	-3%[53 µM]	2%	8%	3%	8%	-23%[53 µM]	-1%	21%
12	CCCOc1ccc(S(=O)(=O)N2CCCC2)cc1[N+](=O)[O-]	0%	·	-8%	1%	·	7%	2%	5%
13	O=C(CSCc1ccccc1)Nc1cc([N+](=O)[O-])ccc1F	-8%	?	-15%	5%	-16%	1%	?	29%
14	CCC(=O)Nc1ccc(NC(=S)NC(=O)Cc2ccccc2)cc1	-6%	0%	i	-6%	6%	0%	2%	-3%
15	Cc1cc2c(cc1C)NC(CC(=O)Nc1cccc(Cl)c1)C(=O)N2 (stereo not given)	?	?	·	10%	·	-1%	·	·
16	O=C1CCCc2ccccc2N1Cc1ccc(Cl)cc1	-3%	3%	-6%	0%	2%	8%	6%	1%
17	Cc1ccc(C)c(C(=O)COC(=O)c2ccccc2N2C(=O)C3C4CCC(C4)C3C2=O)c1 (stereo not given)	-5%	-1%	i	7%	11%	-1%	3%	10%
18	Cc1cc2c(cc1S(=O)(=O)Nc1ccc(OC(F)(F)F)cc1)OCC(=O)N2	3%	3%	·	-4%	·	-5%	·	·
19	O=C(CCCn1cnc([N+](=O)[O-])n1)Nc1ccc(Cl)cc1Cl	-1%	11%	-2%	-5%	-11%	-1%	4%	5%
20	Cc1nc(N2CCN(c3ccccn3)CC2)c2c(C)c(C(=O)Nc3ccccc3F)sc2n1	-2%	-19%	-12%	13%	·	-6%	-4%	3%
21	Cc1nc(NC(=S)Nc2ccccc2)sc1C	-2%	?	-14%	-2%	-12%	-8%	-9%	6%
22	CCc1ccc(C2C(C(=O)Nc3ccccc3OC)=C(C)Nc3c(C(=O)Nc4ccc(C)cc4)cnn32)cc1 (stereo not given)	1%	-3%	·	?	·	1%	·	·
23	CC(=O)C1=C(C)NC(SCC(=O)c2ccc(C)cc2)=C(C#N)C1c1ccco1 (stereo not given)	-2%	16µM*	-1%	?	-3%	-5%	-5%	31%[activator]
24	O=C(c1ccc(CNS(=O)(=O)c2cccc(Cl)c2)cc1)N1CCCC1	0%	7%	i	4%	2%	1%	-2%	-2%
25	CN1CCN(c2ccnc(-c3ccccc3C(F)(F)F)n2)CC1	-4%	2%	-2%	3%	·	-3%	?	-8%
26	N#CC(c1ccc(Cl)cc1)c1ccc2c(C(F)(F)F)cc(C(F)(F)F)nc2n1 (stereo not given)	0%	?	-9%	5%	·	4%	0%	18%
27	CCOC(=O)c1cc2c(C)nn(-c3ccccc3)c2s1	-2%	-12%	0%	-12%	14%	-6%	?	3%
28	COc1cccc(OCCCn2cc(/C=C3/C(=N)N4C=C(C)SC4=NC3=O)c3ccccc32)c1	-2%[53 µM]	15%	4%	-1%	-4%	-1%[53 µM]	10%	-29%
29	CC1CC1c1ccc(/C=C(\C#N)C(=O)Nc2cccc(Cl)c2Cl)o1 (stereo not given)	1%	?	2%	-13%	-2%	2%	-5%	6%
30	NS(=O)(=O)c1ccc(NCc2ccccc2OCc2ccc(F)cc2)cc1	-1%	-15%	-10%	5%	1%	2%	-3%	6%

# Profiles, looked up by structure. Order of values: TR SRC2 fluor cs	Tau ThT inhib	RECQ1 helicase	Tau fibril FP	L3MBTL1 inh	TRb-SRC2 inh	KDM4E inh	GoLoco inh red
# Profile of `O=C(CCCn1cnc([N+](=O)[O-])n1)Nc1ccc(Cl)cc1Cl` : -1%	11%	-2%	-5%	-11%	-1%	4%	5%
# Profile of `COc1ccc(O)c(C=Nc2cc(NC(C)=O)c(Cl)cc2Cl)c1` : 0%	-4%	0%	6%	-5%	-2%	-1%	3%
# Profile of `Cc1nc2ccn(Cc3cccnc3)c(=O)c2cc1C(=O)N1CCN(c2ccccc2F)CC1` : -4%	2%	·	-3%	·	1%	·	·

# Continuation:
item	compound	TR SRC2 fluor cs	Tau ThT inhib	RECQ1 helicase	Tau fibril FP	L3MBTL1 inh	TRb-SRC2 inh	KDM4E inh	GoLoco inh red
31	COc1cccc(C(=O)N2c3ccc(C)cc3C(C)(c3ccccc3)CC2(C)C)c1 (stereo not given)	0%	-14%	·	-5%	·	-2%	·	·
32	Cc1ccc(NC(=O)N2CCN(Cc3nc4ccc(C)cc4o3)CC2)cc1	1%	-6%	·	5%	·	-4%	·	·
33	Clc1cccc(Sc2ccc(-c3ccccn3)s2)c1	-1%	-10%	i	-11%	131%[activator]	-9%	?	-1%
34	CCCC[C@@H]1C[C@H]1C(NC(=O)c1ccco1)c1ccccc1C(F)(F)F (stereo not given in full)	2%	-5%	-1%	4%	·	3%	-2%	10%
35	FC(F)Oc1ccccc1NC(=S)Nc1cccnc1	-4%	-7%	-4%	-3%	6%	-4%	?	-2%
36	Cn1c(=O)n(CC(=O)NC2CCCCC2)c(=O)c2ccccc21	1%	11%	10%	6%	24%	14%	4%	8%
37	Cc1ccc2c(c1)NC(=O)C(CC(=O)NCCCN1CCCCC1C)O2 (stereo not given)	-2%	-6%	-8%	-8%	·	-14%	-11%	1%
38	Cc1c(S(=O)(=O)O)oc2c1C(=O)C(=O)c1c-2ccc2c1CCCC2(C)C	-2%	14%	9%	2%	·	-8%	2%	-14%
39	Cn1c(N2CCN(C(=O)NC34CC5CC(CC(C5)C3)C4)CC2)nc2ccccc21	1%	-4%	-4%	-2%	10%	-3%	-5%	-4%
40	O=C(CNCc1ccco1)Nc1cccc(S(=O)(=O)N2CCCCC2)c1	-3%	-8%	-8%	3%	-9%	0%	?	-1%
41	Cc1ccc(Cl)cc1N1CCN(C(=O)c2cccn2-c2nnc(N3CCCCC3)s2)CC1	-1%	?	·	5%	·	1%	·	·
42	COC(=O)c1ccc(NC(=O)c2cccc(C)c2[N+](=O)[O-])cc1	-1%	-13%	i	-3%	-7%	3%	-8%	15%
43	Cc1cn2c(=O)cc(COC(=O)c3ccc(NC(=O)c4ccccc4C)cc3)nc2s1	-1%	-6%	·	-6%	·	4%	·	·
44	CC(C)c1ccc(C(=O)NCc2ccc(Cl)cc2)cc1	4%	6%	1%	12%	-7%	6%	-2%	-2%
45	CCCCc1ccc(NC(=O)CSCc2cc(=O)[nH][nH]2)cc1	-5%	?	-9%	-11%	·	5%	?	10%
46	O=C(Nc1nc(-c2ccccc2)cs1)c1cccc(S(=O)(=O)N2CCN(Cc3ccccc3)CC2)c1	-1%	-3%	-15%	?	·	-11%	?	2%
47	CC(=O)N1N=C(c2ccc(C)cc2)OC1c1ccc(C)cc1 (stereo not given)	-4%	?	-4%	-4%	·	1%	-4%	1%
48	COCCNc1cc(C)nc2c(-c3ccccc3OC)c(C)nn12	-3%	-3%	-13%	-7%	7%	3%	?	1%
49	COc1cccc(CNC(=O)CCS(=O)(=O)c2ccc3c(c2)oc(=O)n3C)c1	-4%	1%	·	-4%	·	-5%	·	·
50	Cc1onc(-c2c(Cl)cccc2Cl)c1C(=O)NC(=S)Nc1sc2c(c1C(N)=O)CCC(C)C2 (stereo not given)	1%	-1%	-7%	-10%	3%	3%	-1%	3%
51	C=CCn1c(C(C)C)nc2ccccc21	-4%	-12%	-12%	-1%	·	1%	11%	8%
52	O=C(NCCN1CCOCC1)C(=O)NCc1ccc2c(c1)OCO2	-3%	5%	i	-10%	10%	4%	7%	22%
53	CCC(C(=O)O)N1C(=O)/C(=C/C(C)=C/c2ccccc2)SC1=S (stereo not given)	-2%	18µM*	-5%	-12%	-27%	-5%	-10%	188%[activator]
54	CCOC(=O)Nc1c(C(=O)OC)[nH]c2cc(OC)ccc12	-4%	-14%	-8%	11%	-4%	5%	-28%	2%
55	CCOc1ccc(NC(=O)CSc2nnc(Cn3cnc4ccccc43)n2C)cc1	-1%	14%	i	9%	5%	-8%	-4%	2%
56	Cc1ccc(S(=O)(=O)c2[nH]c(-c3ccccc3)nc2SCC(N)=O)cc1	-2%	-4%	·	-7%	·	0%	·	·
57	O=C(CSc1nc2ncccc2o1)Nc1cccc(C(F)(F)F)c1	-2%	-11%	·	3%	·	2%	·	·
58	COCCN(CC(=O)NCC1CCCO1)C(=O)CCC(=O)Nc1ccccn1 (stereo not given)	-2%	0%	i	4%	-2%	0%	5%	-2%
59	Cc1nonc1CN(C)C(=O)c1ccc(OC2CCN(C(=O)c3cccnc3)CC2)cc1	0%	-11%	2%	12%	2%	1%	-6%	7%
60	COc1ccccc1CNC(=O)CCCCn1c(=O)c2ccccc2n(CC(=O)Nc2cc(Cl)ccc2C)c1=O	5%	-3%	·	-14%	·	2%	·	·

# Only part of the results is shown. The share of hits here may be higher or lower than overall.
